Rpn11 block – inhibitors of human proteasome Rpn11; O00487; AID 588493; 360,000 tested, 0.59% active; human 26S proteasome, Ub4-pepOG fluorescence polarization; 20S core pre-blocked with epoxomicin; calls only at 20 µM;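 active means inhibition at 20 µM, scaled to each plate's controls, above about 33%, limit read from the data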
CSN inh – inhibitors of human CSN-mediated cullin deneddylation; inhibition, % at 12.5 µM; 360,000 tested, 0.38% active; Q92905; AID 651999; Purified CSN, SCF-Nedd8-OG deneddylation, fluorescence polarization;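 active means pattern-corrected inhibition above about 35%, with an unprinted fluorescence ratio check between 0.5 and 1.5, limit read from the data, passing the limit was not always enough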;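 further: 0% = enzyme with substrate and 100% = substrate without enzyme; some results filed as inactive read as strong as hits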
Target sequence (Q92905 whole entry, looked up, one chain of several): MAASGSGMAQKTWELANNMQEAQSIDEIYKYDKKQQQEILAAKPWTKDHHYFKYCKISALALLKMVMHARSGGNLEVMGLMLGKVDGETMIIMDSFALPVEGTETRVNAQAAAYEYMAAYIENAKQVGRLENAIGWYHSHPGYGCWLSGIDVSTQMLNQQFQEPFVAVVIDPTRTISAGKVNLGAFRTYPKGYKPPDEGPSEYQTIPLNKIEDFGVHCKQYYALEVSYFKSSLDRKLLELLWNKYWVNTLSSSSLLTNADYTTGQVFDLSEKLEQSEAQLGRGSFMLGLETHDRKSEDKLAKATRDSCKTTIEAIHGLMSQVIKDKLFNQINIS
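Assay system: HEK293T-derived human Csn5 enzyme; quantity: 0.24 nM enzyme; medium: Tris/NaCl/DTT buffer, pH 7.5; also added: substrate SCFSkp2-Nedd8OG, 10 nM; doses: 12.5 µM compound; schedule: 90 min reaction at room temperature; signal: FP; read-out: % inhibition of substrate cleavage by Csn5; benchmarks: substrate-only high control, full reaction low control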
LMPTP block – LMPTP (human) inhibition. P24666. recombinant LMPTP-A, OMFP fluorogenic substrate, fluorescence intensity. inhibition, % at 20 µM. 360,000 tested, 0.22% active;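 active means compounds that cut the enzyme signal by at least half of the control window in the single-dose screen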;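 further: plate controls were DMSO wells with enzyme plus substrate for no effect and substrate without enzyme for full effect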
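Assay system: LMPTP-A, protein tyrosine phosphatase of low molecular weight / Medium: pH 6.0 Bis-Tris buffer with DTT and Triton X-100 / Schedule: 50 min enzyme reaction at room temperature, protected from light / Measured by: endpoint fluorescence intensity from OMFP dephosphorylation / Read-out basis: % inhibition relative to no-enzyme and uninhibited control wells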
NadD inh – NadD (S. aureus) enzyme inhibition | purified NadD enzyme, colorimetric absorbance read-out | inhibition, % at 20 µM | 360,000 tested, 0.78% active; in the data active means inhibition above about 26%; further: some compounds past the cut are filed as inactive
PABP1 MLLE inh – inhibitors of microRNA-mediated deadenylation, human PABP1 MLLE binding | P11940 | GST-MLLE / FITC-PAM2 fluorescence polarization | 360,000 tested, 0.36% active | AID 588489 | inhibition, % at 20 µM; in the data active means inhibition above about 35%, passing the limit was not always enough;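 further: plate controls were DMSO wells with GST-MLLE for no effect and wells lacking GST-MLLE protein for full effect; some results filed as inactive read as strong as hits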
Target sequence (P11940 whole entry, looked up): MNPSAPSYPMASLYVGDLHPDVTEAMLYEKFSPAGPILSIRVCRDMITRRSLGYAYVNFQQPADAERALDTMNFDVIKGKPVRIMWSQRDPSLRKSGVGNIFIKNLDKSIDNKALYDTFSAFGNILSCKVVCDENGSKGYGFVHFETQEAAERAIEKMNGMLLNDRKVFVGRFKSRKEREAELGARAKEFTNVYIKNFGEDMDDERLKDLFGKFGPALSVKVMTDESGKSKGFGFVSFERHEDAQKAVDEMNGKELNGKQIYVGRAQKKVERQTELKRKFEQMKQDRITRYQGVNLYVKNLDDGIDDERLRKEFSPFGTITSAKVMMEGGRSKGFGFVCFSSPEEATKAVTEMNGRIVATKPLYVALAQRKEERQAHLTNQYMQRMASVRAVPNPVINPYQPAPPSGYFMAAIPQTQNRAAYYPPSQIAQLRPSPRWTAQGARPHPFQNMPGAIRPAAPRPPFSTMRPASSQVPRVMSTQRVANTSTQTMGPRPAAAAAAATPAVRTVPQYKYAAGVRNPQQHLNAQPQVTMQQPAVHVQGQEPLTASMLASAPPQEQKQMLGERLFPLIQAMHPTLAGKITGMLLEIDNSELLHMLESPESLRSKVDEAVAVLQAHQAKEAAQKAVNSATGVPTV
Scp-1 inhibitor – Scp-1 (human) phosphatase inhibition; Q9GZU7; Recombinant Scp1, phosphopeptide, malachite green phosphate absorbance; inhibition, % at 20 µM; 340,000 tested, 0.88% active; AID 493091;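 active means inhibition above about 50% at 20 µM, limit read from the data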;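 further: plate controls were DMSO wells with enzyme for no effect and wells lacking enzyme for full effect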
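Test system: SCP-1 phosphatase catalytic domain, residues 76-261; measured by: colorimetric phosphate reagent with accelerator and stabiliser, absorbance at 630 nm; timing: enzyme reaction 45 min at room temperature, colour 5 min, stabilisation 30 min; also added: Phosphorylated 17-residue peptide substrate; compound dosing: one concentration, 20 µM, with 1.0% DMSO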
STEP inh – blocks human striatal-enriched tyrosine phosphatase | inhibition, % at 20 µM | AID 588621 | P54829 | recombinant STEP, OMFP fluorogenic substrate, fluorescence | 360,000 tested, 0.25% active;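 active means inhibition at 20 µM, scaled per plate between control wells, above about 37%, limit read from the data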;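 further: 0% = DMSO with enzyme and substrate and 100% = substrate only without enzyme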
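Material: STEP (striatal-enriched tyrosine phosphatase) enzyme, cell-free; Compound dosing: 20 µM single dose in 1% DMSO; Technique: fluorescence read at 480 nm ex / 540 nm em; Times: reaction 20 min, ambient temperature; Medium: 50 mM Bis-Tris pH 6.0 with 2.5 mM DTT and 0.005% Tween 20; Also added: OMFP at 25 µM.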
TbMetRS inhib – blocks T. brucei methionyl-tRNA synthetase activity. purified T. brucei MetRS, ATP depletion, Kinase-Glo luminescence. inhibition, % at 11.9 µM. 360,000 tested, 0.4% active. AID 624268;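 active means inhibition above a per-plate cutoff of the control wells' mean inhibition plus 3 SD, cut at about 5.5% in these data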;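 further: 0% = DMSO wells median and 100% = median of wells with control inhibitor compound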
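Dosing: 11.9 µM single point; system: parasite MetRS enzyme; technique: luminescence of leftover ATP; times: 15 min enzyme-compound preincubation, 2 h reaction, 10 min detection, 25 °C; replicates: each compound tested once; read-out basis: percent inhibition relative to median high and low control wells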
DNMT1 block – blocks human DNA methyltransferase DNMT1. inhibition (reported as % activation of signal), % at 10 µM. DNMT1 molecular beacon, Hinp1I cleavage, fluorescence. AID 588458. 360,000 tested, 0.83% active; in the data active means inhibition above about 50%
SUMO1 PPI mod – modulators of human SUMO1-mediated protein-protein interactions. P63165. SUMO1 binding to a labelled peptide, TR-FRET, 1 h. inhibition, % at 20 µM. 360,000 tested, 0.33% active. AID 602429; in the data active means inhibition above about 37%
Target sequence (P63165 whole entry, looked up): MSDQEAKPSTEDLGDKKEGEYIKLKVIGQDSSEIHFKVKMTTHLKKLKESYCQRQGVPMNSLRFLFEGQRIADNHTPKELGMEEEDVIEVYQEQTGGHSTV
Starred values were filed as active, the others as inactive; i = inactive; nt = not tested or not shown.

Rpn11 block	CSN inh	LMPTP block	NadD inh	PABP1 MLLE inh	Scp-1 inhibitor	STEP inh	TbMetRS inhib	DNMT1 block	SUMO1 PPI mod	compound
i	-4	1.1	-6	8	-2	4	0.3	2	-15	O=C(O/N=C\c1ccc(N2CCOCC2)c([N+](=O)[O-])c1)c1ccc(F)cc1
i	4	-2.5	-2	5	nt	0	-0.1	5	7	C[C@H](NC(=O)c1ccccc1)C(=O)OCC(=O)Nc1ccc(Cl)cn1
i	0	-2.0	-1	-9	-5	-3	0.1	-3	-2	CCN(C(=O)COC(=O)c1cnccn1)c1cccc2ccccc12
i	-1	1.1	-2	-1	-7	0	-0.7	-4	-29	c1ccc2c(-c3nc4ncccc4o3)cccc2c1
i	-3	2.9	23	-48	2	4	-0.1	-4	9	CCn1c(SCc2c(Cl)cccc2Cl)nc2nc3c(cc2c1=O)CCCC3
i	1	-2.2	-2	-29	3	1	-2.3	3	2	Cc1ccccc1OCc1nnc(SCC(=O)O)n1-c1ccccc1
i	0	2.8	4	-7	-19	-3	0.4	4	-3	Cc1ccc(NC(=O)Nc2cc(-c3ccccc3)nn2C)cc1Cl
i	10	-0.2	2	42	-2	-1	-0.1	4	-6	COc1ccc2nc3ccccc3nc2c1NC(=O)c1ccc(Cl)cc1
i	4	2.4	-2	-4	-7	-2	-0.2	-1	3	COC(=O)c1ccc(C(=O)NC2CCCc3c2cnn3-c2ccc(C)c(C)c2)cc1 (stereo not drawn)
i	1	-3.2	0	-1	9	1	-1.1	-9	-6	COc1ccc(NC2CCCN(Cc3cccc4cnccc34)C2)cc1OC (stereo not drawn)
i	6	-0.1	-4	-1	-11	1	-0.2	-4	3	CS(=O)(=O)N(CC(=O)Nc1ccccc1C(=O)NCc1ccco1)c1ccccc1F
i	0	-1.4	-2	21	3	-2	-0.5	3	-14	Nc1nc(SCC(=O)c2cccc([N+](=O)[O-])c2)n[nH]1
i	-1	-0.9	4	5	2	0	-0.3	-4	-2	O=C1NC(=NCc2ccccc2)NC1(c1ccccc1)c1ccccc1
i	-4	-0.4	1	-3	2	0	-0.5	12	-17	COC(=O)c1nc(C(=O)OC)c(C(=O)OC)nc1C(=O)OC
i	3	-0.2	1	1	-3	-3	-0.9	7	-11	Cc1ccc([N+](=O)[O-])cc1NC(=O)CCc1ccccc1
i	2	1.4	-1	-8	-1	-2	0.0	-2	2	Cn1c(=O)c2c(nc(CN3CCN(c4ccc(F)cc4)CC3)n2CCN2CCOCC2)n(C)c1=O
i	7	-0.6	0	18	-1	0	-0.8	0	-2	CCc1nc(SCc2ccc(C(=O)OC)o2)n[nH]1
i	3	2.5	-6	2	0	3	-0.1	0	-16	CC1(C)Oc2ccc3ccc(=O)oc3c2/C(=C/Nc2ccccn2)C1=O
i	-1	-1.2	-8	17	-28	7	-0.3	2	-1	O=S(=O)(NCCc1c[nH]c2ccccc12)c1ccccc1
i	0	-0.7	-3	-5	nt	0	0.5	-2	2	CCCCNC(=O)C1(C)CCN1C(=O)c1cc(C)n(C(C)(C)C)n1 (stereo not drawn)

Quoted at random: 3 records from the list, in no set order.
Rpn11 block	CSN inh	LMPTP block	NadD inh	PABP1 MLLE inh	Scp-1 inhibitor	STEP inh	TbMetRS inhib	DNMT1 block	SUMO1 PPI mod	compound
i	0	-0.7	-3	-5	nt	0	0.5	-2	2	CCCCNC(=O)C1(C)CCN1C(=O)c1cc(C)n(C(C)(C)C)n1 (stereo not drawn)
i	-1	-0.9	4	5	2	0	-0.3	-4	-2	O=C1NC(=NCc2ccccc2)NC1(c1ccccc1)c1ccccc1
i	7	-0.6	0	18	-1	0	-0.8	0	-2	CCc1nc(SCc2ccc(C(=O)OC)o2)n[nH]1

Continuation:
Rpn11 block	CSN inh	LMPTP block	NadD inh	PABP1 MLLE inh	Scp-1 inhibitor	STEP inh	TbMetRS inhib	DNMT1 block	SUMO1 PPI mod	compound
i	-6	3.3	10	-23	-3	14	-0.2	-35	-9	Cc1ccc(Cn2c(C3CCCN3c3nc(-c4cc(Cl)c(N)c(Cl)c4)cs3)nc3cc(C(=O)NCCCO)ccc32)cc1 (stereo not drawn)
i	-3	-1.4	-1	0	2	-1	-1.3	3	-26	CC1(C)OC(=O)C(=NNc2ccc(O)cc2)C(=O)O1
i	-3	0.3	-2	-18	-2	-3	0.0	-1	-3	S=C(NCc1ccco1)Nc1ccc(Cl)cc1
i	7	1.7	14	-8	-13	2	-0.9	-15	-1	COc1ccc2cc(C3CC(c4ccco4)=NN3S(=O)(=O)c3ccccc3)c(Cl)nc2c1 (stereo not drawn)
i	1	1.5	-11	4	-13	0	0.1	0	-2	Cc1ccc(S(=O)(=O)N2CCCCC2CCNC(=O)C(=O)Nc2ccccc2F)cc1 (stereo not drawn)
i	2	-0.7	-2	-7	-7	-1	-0.8	0	-2	Cc1cc(C)c2c(CN3CCOCC3)cc(=O)oc2c1
i	-6	3.6	4	-2	nt	2	-0.2	13	-6	O=C(NN=Cc1ccc(O)c(O)c1)c1ccccc1
i	0	-1.8	1	-6	-3	4	0.0	3	3	O=C(Nc1ccc(CCC(=O)N2CCCC2)cc1)c1ncn[nH]1
i	0	5.3	35*	-10	5	-2	-0.4	-35	2	COc1cc(C#Cc2c(-c3cncn3C)n(C)c3ccc(-c4ccc5[nH]ccc5c4)cc23)cc(OC)c1
i	3	0.3	0	-93	-1	-1	-0.6	-4	4	Cc1cnc(NC(=O)CSc2nnc(-c3ccccc3)n2Cc2ccccc2)s1
i	1	-1.1	0	2	3	2	-0.3	-1	-5	O=S(=O)(NCc1nnc2ccccn12)c1ccc(F)cc1
i	1	2.5	-2	17	-6	-2	-0.6	2	-1	Cc1ccc(S(=O)(=O)NCc2ccc(N3CCN(C(=O)OC(C)(C)C)CC3)cc2)cc1
i	3	-0.3	13	22	-4	0	0.1	-5	4	COc1cccc(CC(=O)OCC(=O)Nc2nnc(-c3ccccc3)o2)c1
i	5	6.7	-2	10	-1	2	-0.5	-3	-5	Cc1ccc(C)c(N2CCN(C(=O)CCc3nc(-c4ccccc4Cl)no3)CC2)c1
i	-3	0.9	-1	-1	-5	-2	0.3	4	-3	COCCNS(=O)(=O)c1cccn1-c1ncc(C(F)(F)F)cc1Cl
i	-1	-0.3	0	-7	-5	0	0.0	1	1	COc1ccc(CCNS(=O)(=O)c2ccc3c(c2)OCCO3)cc1OC
i	-2	-0.2	-5	-6	9	-7	-0.4	5	-1	Cc1noc(N)c1C1(O)C(=O)Nc2c(Cl)cc(Cl)cc21 (stereo not drawn)
i	0	-1.7	0	23	-6	2	0.0	2	-13	Cc1ccccc1N1C(=O)C(Cl)=C(N2CCOCC2)C1=O
i	-1	-1.7	5	36	10	0	-1.2	-8	-33	COc1ccc(CCN2C(=S)NC3CC2(C)Oc2ccc([N+](=O)[O-])cc23)cc1OC (stereo not drawn)
i	1	-0.3	-4	-6	-12	-1	-0.5	-2	5	CCOc1ccccc1NC(=O)CN1CCCCCC1
i	-2	-1.2	6	-7	-8	-1	0.4	3	3	CC(C)CC(=O)c1c[nH]c(C(=O)NCc2cccs2)c1
i	1	2.1	13	-8	-6	0	0.4	2	0	Cc1ccc(CNC(=O)c2cc3cc(Br)ccc3oc2=N)cc1
i	-5	0.6	-2	0	-1	0	-0.4	-2	-19	O=S(=O)(Nc1nc2ccccc2nc1-[n+]1ccccc1)c1ccc(Cl)cc1
i	1	0.9	2	6	-6	1	-0.1	8	-32	O=[N+]([O-])c1c(Nc2ccccc2O)cc(N2CCOCC2)c2nonc12
i	3	-1.1	2	6	-7	0	-0.3	-3	-4	CC(=O)c1ccc(N2C(=NC(=O)CCc3ccccc3)SC3CS(=O)(=O)CC32)cc1 (stereo not drawn)
i	2	0.0	-2	11	0	-1	0.2	0	-6	Cc1csc(SC(C)C(=O)Nc2ccc(S(=O)(=O)N3CCCC3)cc2)n1 (stereo not drawn)
i	8	-0.1	-6	-12	nt	0	-0.4	-15	5	C/C=C/c1cccc(-c2nc(C(=O)NC3CCCC3)cc3c2[C@@H](CCO)N(S(=O)C(C)(C)C)C3)c1 (stereo partly drawn)
i	5	-1.3	-4	-13	-8	-2	-0.8	1	2	COc1cccc(NC(=O)NC2(C(=O)N3CCN(C)CC3)CCCCC2)c1
i	2	-2.8	2	9	-6	0	0.1	0	3	COc1ccc(CC(=O)NC2CC(C)(C)NC(C)(C)C2)cc1
i	1	-0.4	0	3	14	-3	-1.3	8	1	Cc1ccc(S(=O)(=O)NC(CC(C)C)C(=O)N2CCOCCOCCOCCOCC2)cc1 (stereo not drawn)
i	5	-2.4	-2	-13	nt	-3	-0.6	6	1	O=C(/C=C/[C@H]1O[C@@H](n2ccc(=O)[nH]c2=O)[C@H](O)[C@@H]1O)NCc1ccco1
i	-7	1.6	-1	7	nt	-3	0.6	-1	-7	CCc1nc2ccc(C(=O)Nc3cccc(OC)c3)cn2c1N(CCC(C)C)CCN(C)C
i	-5	-1.3	0	9	-12	-2	-1.1	1	-3	Cc1c(C(=O)N2CCN(c3ccccn3)CC2)cccc1[N+](=O)[O-]
i	5	1.3	-5	5	-2	2	-0.2	1	-10	CCn1c2c(c3ccc(OC)cc31)CCCC2=O
i	3	8.2	22	-7	nt	1	-0.9	-12	6	CN1OC[C@@H]2CN(C(=O)c3ccc(-c4ccccc4)cc3)[C@H](c3ccc(-c4cccc(F)c4)cc3)C[C@@H]21
i	-1	-0.1	-1	-63	-3	1	-0.5	-6	5	Cc1ccc2cc(CN(CC3CCCO3)C(=S)NCc3ccco3)c(=O)[nH]c2c1 (stereo not drawn)
i	0	0.7	-1	11	-6	-1	-0.1	1	-5	O=C(Cn1cc([N+](=O)[O-])ccc1=O)Nc1ccc2c(c1)OCO2
i	1	3.9	2	4	6	17	-0.3	-9	2	CCCc1ccc(-c2cc(NC(=O)CSc3n[nH]c(N)n3)n(-c3ccccc3)n2)cc1
i	5	0.7	-7	-3	-18	0	-0.1	-1	1	O=C(OCc1nc2ccccc2s1)c1cccc(S(=O)(=O)N2CCOCC2)c1
i	2	-1.3	22	-1	nt	5	-0.3	6	-156	CC(C)c1ccc(NC(=O)Nc2nc(C(N)C3CCCCC3)cs2)cc1 (stereo not drawn)
